Source: PubChem
ZTA DNA inh: counter-screen for EBNA-1 inhibitors: inhibitors of Epstein-Barr virus ZTA; P03206; ZTA-DNA binding, fluorescence polarization; inhibition, % at 11 µM; 320,000 compounds, 0.15% hits; in the data active = inhibition above about 33%
pPAFAH inh: pPAFAH (human) enzyme inhibition. Q13093. recombinant pPAFAH, FP-rhodamine probe fluorescence polarization. inhibition, % at 3.39 µM. 330,000 compounds, 1.5% hits. AID 463082;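 active = inhibition above the mean inhibition across the screen plus 3 SD, cut at about 25% in these data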;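 also: inhibitors block binding of the rhodamine activity-based probe so polarization drops; 0% = enzyme with DMSO and 100% = wells lacking pPAFAH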
PAFAH1B3 inh: PAFAH1B3 (human) inhibition. Q15102. recombinant PAFAH1B3, FP-rhodamine probe, fluorescence polarization. inhibition, % at 3.39 µM. 340,000 compounds, 0.28% hits. AID 492972;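 active = inhibition above the screen-wide average of all tested compounds plus 3 SD, cut at about 25% in these data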;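 also: 0% = enzyme with DMSO only and 100% = wells lacking PAFAH1B3 protein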
Target sequence (Q15102 whole entry, looked up): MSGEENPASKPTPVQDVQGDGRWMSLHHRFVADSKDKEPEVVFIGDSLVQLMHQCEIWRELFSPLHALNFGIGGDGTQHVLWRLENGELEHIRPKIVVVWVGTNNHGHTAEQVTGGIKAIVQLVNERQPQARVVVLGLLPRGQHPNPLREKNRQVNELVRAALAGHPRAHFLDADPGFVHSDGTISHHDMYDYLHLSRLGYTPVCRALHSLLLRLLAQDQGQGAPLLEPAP
PAFAH1B2 inh: blocks human PAF acetylhydrolase 1b catalytic subunit 2; AID 492953; 340,000 compounds, 1.2% hits; recombinant PAFAH1B2, FP-rhodamine activity probe, fluorescence polarization; P68402; inhibition, % at 3.39 µM;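 active = inhibition above the mean of all tested compounds plus 3 SD, cut at about 24% in these data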;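 also: 0% = enzyme with DMSO and 100% = wells lacking PAFAH1B2; many of its hits are not listed in these tables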
Target sequence (P68402 whole entry, looked up): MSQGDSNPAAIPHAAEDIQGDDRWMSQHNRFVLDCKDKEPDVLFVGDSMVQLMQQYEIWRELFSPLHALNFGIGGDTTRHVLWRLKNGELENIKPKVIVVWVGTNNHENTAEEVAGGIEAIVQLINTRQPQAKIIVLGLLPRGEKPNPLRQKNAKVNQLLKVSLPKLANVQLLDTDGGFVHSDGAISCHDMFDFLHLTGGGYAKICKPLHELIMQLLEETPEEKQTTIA
PREPL inh: inhibitors of human prolyl oligopeptidase-like enzyme PREPL. 320,000 compounds, 0.68% hits. inhibition, % at 5.96 µM. recombinant PREPL, fluorescence polarization activity-based probe; in the data active = inhibition above about 43%;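 also: 0% = enzyme with DMSO and 100% = wells lacking enzyme; many of its hits are not listed in these tables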
EBNA-1 inh: blocks EBNA-1 binding to DNA; EBNA-1 DNA binding, fluorescence polarization; inhibition, % at 14.8 µM; 300,000 compounds, 0.34% hits; in the data active = inhibition above about 28%
LYPLA1 counter: counter-screen for PME1 inhibitors: inhibitors of human LYPLA1. 320,000 compounds, 0.16% hits. O75608. inhibition, % at 5.9 µM. recombinant LYPLA1, FP-Rh probe fluorescence polarization;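 active = inhibition above the mean of all tested compounds plus 3 SD, set per campaign, cut at about 14% in these data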;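 also: inhibitors block serine hydrolase probe labeling of LYPLA1 so polarization falls; 0% = enzyme with DMSO and 100% = wells lacking LYPLA1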
Target sequence (O75608 whole entry, looked up): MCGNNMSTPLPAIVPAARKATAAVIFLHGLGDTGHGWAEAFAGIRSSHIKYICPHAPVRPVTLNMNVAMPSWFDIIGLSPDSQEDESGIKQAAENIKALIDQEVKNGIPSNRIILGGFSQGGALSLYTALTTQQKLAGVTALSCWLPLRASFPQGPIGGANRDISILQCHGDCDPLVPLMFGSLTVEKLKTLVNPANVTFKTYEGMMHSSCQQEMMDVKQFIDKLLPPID
LYPLA2 counter: LYPLA2 (human) inhibition in PME1 counter-screen; recombinant LYPLA2, FP-Rh probe fluorescence polarization; 320,000 compounds, 0.38% hits; O95372; AID 2177; inhibition, % at 5.9 µM;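 active = inhibition above the screen-wide mean plus 3 SD, limit set per campaign, cut at about 26% in these data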;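 also: 0% = LYPLA2 with DMSO and 100% = wells lacking LYPLA2 enzyme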
Target sequence (O95372 whole entry, looked up): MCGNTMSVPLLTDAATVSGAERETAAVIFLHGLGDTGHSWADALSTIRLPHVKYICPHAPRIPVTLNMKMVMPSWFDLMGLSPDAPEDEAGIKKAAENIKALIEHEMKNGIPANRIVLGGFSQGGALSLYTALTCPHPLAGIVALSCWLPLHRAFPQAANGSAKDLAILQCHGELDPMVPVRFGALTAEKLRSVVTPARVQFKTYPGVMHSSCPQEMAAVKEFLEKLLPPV
PAFAH2 FP inh: PAFAH2 (human) inhibition; 340,000 compounds, 0.99% hits; recombinant PAFAH2, FP-rhodamine activity probe, fluorescence polarization; Q99487; inhibition, % at 3.39 µM;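 active = inhibition above the mean over all tested compounds plus 3 SD, cut at about 30% in these data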;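 also: inhibitors block probe labeling of enzyme so polarization drops; 0% = enzyme with DMSO and 100% = wells lacking PAFAH2 protein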
* hit, by the source's call; nt = not tested or not shown.

nr	compound	LYPLA2 counter	PAFAH1B2 inh	PREPL inh	PAFAH2 FP inh	LYPLA1 counter	PAFAH1B3 inh	ZTA DNA inh	EBNA-1 inh	pPAFAH inh
1	Nc1[nH]n2c(=O)c3c(nc2c1N=Nc1ccc(Cl)cc1)CCCC3	2.2	10.1	50.7*	39.6*	1.3	5.7	-9.1	-2.6	9.7
2	CCOC(=O)N1CCC(N2C(=O)c3ccc(C(=O)NCCOC)cc3C2=O)CC1	-5.7	2.4	-2.4	3.9	-4.2	14.1	-8.8	-12.1	8.4
3	CN(C)Cc1ccccc1CCc1ccccc1	-0.9	nt	-77.5	nt	2.4	nt	6.1	-3.3	-1.6
4	CCOC(=O)CN1C(=O)C(O)(CC(=O)c2ccccn2)c2ccccc21 (configuration not stated)	0.6	2.4	7.4	0.7	2.9	6.5	-12.0	-11.4	4.2
5	COc1cccc(CN(C)C(=O)c2ccccc2SCC(=O)N2CCCC2)c1	1.7	1.5	3.4	0.0	-0.2	10.6	-5.5	-2.9	2.8
6	CC(=O)c1ccc(N2CCN(c3ncccn3)CC2)cc1	8.7	4.9	1.6	2.6	4.8	2.5	-20.3	-0.4	3.2
7	O=C(CCN1CCOCC1)N1c2ccccc2Sc2ccc(Cl)cc21	3.8	2.7	-11.2	1.5	0.4	2.6	-4.2	-3.0	9.7
8	C=CCNC(=O)C(=O)NCC(c1ccc2c(c1)OCO2)N1CCN(c2ccc(F)cc2)CC1 (configuration not stated)	-1.8	1.2	27.7	0.7	-3.5	0.8	-1.2	-3.6	-2.3
9	CCc1c(C)nc(SCc2cccnc2)[nH]c1=O	7.9	1.1	-4.9	7.0	-2.6	6.3	-15.8	4.8	2.4
10	C=CCn1c(=O)c2c(nc3n2CCS3)n(C)c1=O	1.1	-5.1	-2.3	1.9	-0.2	8.4	18.0	15.8	5.8
11	O=c1sc2ccccc2n1Cc1ccccc1	7.4	-1.0	-17.2	-2.2	0.2	-2.9	-15.5	0.0	5.8
12	Cc1ccc2[nH]c(=O)c(C(c3nnnn3C3CCCC3)N3CCCc4ccccc43)cc2c1 (configuration not stated)	1.6	4.3	3.2	5.6	0.3	4.1	5.0	5.7	6.2
13	Nc1nnnn1/N=C/c1ccccc1O	-4.2	2.0	8.5	-3.7	-3.0	-0.2	-6.5	-5.9	-10.8
14	O=C(COc1ccc(S(=O)(=O)N2CCCCC2)cc1)NCc1ccccn1	-1.6	2.9	-3.0	9.1	-1.7	4.4	11.0	-7.7	7.0
15	COc1ccc(/C=N/NC(=O)CCCOc2ccc(Cl)cc2Cl)cc1	-7.2	-2.7	-16.0	-0.8	-8.2	0.2	11.5	7.5	2.3
16	COc1ccc(S(=O)(=O)N2CCc3ccccc32)cc1C(=O)NC1(C)CCS(=O)(=O)C1 (configuration not stated)	2.8	2.9	6.6	5.3	1.1	2.9	-18.8	nt	8.5
17	COC(=O)c1ccc(/C=C/C(=O)O)cc1	-2.4	8.6	-1.3	-4.1	-1.0	3.2	9.7	10.4	4.7
18	CCCn1c(N)c(N(CCOC)C(=O)c2ccc(C#N)cc2)c(=O)[nH]c1=O	0.2	2.8	-3.6	-1.3	1.2	-5.2	-4.2	8.8	0.4
19	CC1C(c2ccccc2)=[N+]([O-])C2(CCCCC2)N1O (configuration not stated)	-2.2	0.6	-12.5	-3.1	-2.9	5.1	-11.4	-6.0	0.7
20	O=C(/C=C/c1ccco1)Nc1ccccc1N1CCOCC1	-6.3	0.5	-2.6	-4.9	-3.0	4.1	8.6	7.4	2.9
21	COc1ccc([N+](=O)[O-])cc1NC(=O)CSCc1cc(C)cc(C)c1	-2.5	6.7	-0.7	5.2	-8.4	7.1	-1.3	-13.2	8.2
22	CN(CC(=O)Nc1c(Cl)cccc1Cl)C(=O)CNC(=O)C1CCCCC1	6.9	6.7	23.0	-0.1	2.9	0.9	11.1	10.6	0.2
23	O=C(Cc1n[nH]c(=O)c2ccccc12)OCC(=O)c1ccc(F)cc1	4.3	2.0	10.9	3.8	-1.3	-0.7	-11.9	-1.9	2.1
24	CCOc1c(Br)cc(/C=C(\C#N)C(=O)NC2CC2)cc1OC	0.3	5.8	13.9	2.1	3.3	3.5	-0.6	8.8	-2.8
25	CC[n+]1cc(-c2ccccc2)nc(N2CCOCC2)n1	-0.3	11.2	9.3	-0.4	-0.1	8.8	2.9	-7.4	-4.6

Overlap with the part before: two entries; new compounds follow.
nr	compound	LYPLA2 counter	PAFAH1B2 inh	PREPL inh	PAFAH2 FP inh	LYPLA1 counter	PAFAH1B3 inh	ZTA DNA inh	EBNA-1 inh	pPAFAH inh
24	CCOc1c(Br)cc(/C=C(\C#N)C(=O)NC2CC2)cc1OC	0.3	5.8	13.9	2.1	3.3	3.5	-0.6	8.8	-2.8
25	CC[n+]1cc(-c2ccccc2)nc(N2CCOCC2)n1	-0.3	11.2	9.3	-0.4	-0.1	8.8	2.9	-7.4	-4.6
26	CC(=O)c1ccc(N(C(=O)CS(=O)CC(=O)Nc2ccc(F)cc2)C(C(=O)NC2CCCCC2)c2cccs2)cc1 (configuration not stated)	-21.3	5.7	5.0	-3.6	-3.6	8.1	1.6	-11.3	1.9
27	CC(C)(CNC(=O)CC1C(=O)NCCN1Cc1cccc(F)c1)N1CCOCC1 (configuration not stated)	13.2	2.4	2.6	-5.9	3.7	12.1	-17.0	4.8	-1.8
28	O=c1oc2ccccc2c(O)c1Cc1cc(Cl)c2cccnc2c1O	-1.3	6.4	4.0	20.0	-5.2	14.2	4.3	1.6	50.2*
29	O=C(CSc1nnc(SCc2ccc(Cl)cc2)s1)N/N=C/c1c(Cl)cccc1Cl	1.4	0.2	16.5	-30.4	-1.5	-0.3	-15.0	35.3*	4.5
30	COc1cc2c(cc1NC(=O)Nc1ccc(F)cc1)oc1ccccc12	-9.6	-0.6	8.0	-2.5	-4.2	2.3	-9.9	5.3	1.8
31	CC1CCN(C(=O)c2ccccc2NC(=O)Cc2ccccc2)CC1	0.8	3.8	4.9	5.2	-1.6	10.4	5.9	7.9	2.2
32	O=C(/C=C/c1ccc(F)cc1)NC(=S)N1CCOCC1	4.4	1.9	8.2	4.2	-1.4	0.5	-27.1	-15.4	2.9
33	CC(=O)Oc1ccc(Cn2cnc3cc4ccccc4cc32)cc1	-1.8	-0.6	6.2	-4.2	-1.0	2.2	0.4	8.9	0.1
34	CCOC(=O)c1snc(-c2ccc(F)cc2)c1N	1.2	-1.2	0.6	3.0	-0.3	2.4	-2.2	-2.0	3.7
35	COc1ccc(C2c3[nH]c4ccccc4c3C[C@H]3C(=O)N(c4ccccc4C(=O)N4CCC(C(=O)O)CC4)C(=O)N23)cc1 (some centres not stated)	5.6	2.4	13.8	2.8	-0.6	1.9	6.4	-5.2	3.7
36	CCOc1cccc(-c2cc(C(=O)Nc3ccon3)c3ccccc3n2)c1	-12.6	-1.7	-1.7	0.9	-9.5	-1.8	-2.8	-8.5	-2.7
37	CS(=O)(=O)N1CCC(Oc2cccc(C(=O)NCCCOc3cccnc3)c2)CC1	-0.6	4.3	0.0	0.2	1.8	6.3	8.0	5.5	-2.1
38	COc1ccc(-c2cc(C(=O)Nc3ccc(OC)cc3OC)no2)cc1	0.0	0.3	12.8	-6.6	1.7	2.7	-10.6	-8.0	3.7
39	CC(=O)c1cn(CC(=O)Nc2ccccc2C)c2ccccc12	-2.7	0.0	-4.0	8.8	-0.1	-4.3	2.0	-4.7	2.6
40	COc1ccc(S(=O)(=O)N2CCOCC2)cc1NC(=O)CSc1nnc2ccccn12	-6.6	nt	0.3	nt	-1.3	nt	10.8	7.4	1.2
41	CCOC(=O)c1c(C)n(C)c2ccc(OC(=O)c3ccco3)cc12	1.4	-3.5	16.2	-9.8	-2.5	10.9	-13.9	-10.6	-6.1
42	Cc1ccc(S(=O)(=O)NC(CC(=O)NCC2CCCO2)c2ccco2)cc1 (configuration not stated)	0.7	6.2	17.2	8.0	0.3	-2.8	-3.5	-9.6	-0.8
43	CCOCCCNC(=O)C(NC(=O)c1ccc2c(c1)OCO2)c1ccc(Cl)cc1 (configuration not stated)	0.2	2.5	-2.0	-7.2	3.1	2.1	-4.3	2.2	3.8
44	CCOC(=O)N1CCC(NC(=O)C2CCN(S(=O)(=O)c3cccs3)CC2)CC1	1.9	6.8	11.0	6.9	1.1	6.1	-7.6	-6.7	-2.6
45	O=[N+]([O-])c1ccccc1/C=N/NC1=NCCCCC1	5.1	3.0	3.9	0.2	1.6	-2.9	-7.8	-5.0	-2.0
46	CCCC(=O)n1nc(-c2ccc(Cl)cc2)nc1SC	0.2	1.0	1.1	6.0	-1.3	5.5	2.5	-6.0	4.1
47	Cc1cccc(-c2n[nH]c(S(C)(=O)=O)c2C#N)c1	1.5	6.5	0.4	-7.7	-1.5	0.5	-11.3	3.8	3.8
48	Cc1ccccc1Cn1ccc(NC(=O)c2nn(C)cc2[N+](=O)[O-])n1	0.9	0.1	-2.9	-11.5	-2.7	3.3	8.9	-5.6	0.0
49	Cc1ccc(-c2cccc(C(=O)NCc3ccccc3)n2)c2ccccc12	-2.8	0.1	1.0	-1.8	-7.5	1.5	-8.1	2.2	3.6
50	NNC(=O)CNC(c1ccccc1)c1cc(Cl)ccc1NC(=O)c1ccccc1 (configuration not stated)	-25.3	4.3	-5.9	2.5	-9.8	0.6	13.8	21.0	0.7
51	Cn1c(=NC(=O)COc2ccccc2)sc2ccccc21	-1.3	6.3	-2.9	6.0	-0.9	10.1	13.6	-7.5	5.0
52	CCOC(=O)c1ccc(NC(=O)CSc2nc(=O)n(CCN3CCOCC3)c3c2CCC3)cc1	-7.7	4.1	20.1	3.6	-1.1	1.9	-10.9	-2.5	2.7
53	O=c1c2ccccc2nnn1COc1ccc(Cl)cc1Br	18.5	2.2	-15.0	-0.6	0.4	10.2	10.5	-2.7	6.7
54	Cc1cc(C)n(-c2ccccc2C#N)n1	0.6	4.7	-3.9	-1.1	0.0	7.7	-1.4	4.4	2.6
55	Cc1ccc(C)c(NC(=O)c2cc3c([nH]c4ccccc43)c(C)n2)c1	-9.3	3.9	0.2	-0.8	-0.9	2.2	0.2	0.3	5.4
56	CN(C(=O)COC(=O)c1nc(-c2ccccc2)n(-c2ccccc2)n1)C1CCS(=O)(=O)C1 (configuration not stated)	3.7	3.4	-0.1	-4.5	-1.7	10.4	-4.7	6.7	6.4
57	CCN(C(=S)NC(=O)Cc1ccc(OC)cc1)c1ccccc1	3.7	4.9	-6.1	-3.5	0.3	5.0	-8.1	-11.1	2.7
58	COc1c2ccoc2nc2c(OC)c(OCC(OC(C)=O)C(C)(C)O)ccc12 (configuration not stated)	-1.2	1.1	1.6	1.9	-1.3	4.2	12.9	-3.2	-0.8
59	O=C1NCCN/C1=C\C(=O)c1cccc(Br)c1	-2.3	2.8	4.0	4.7	-0.5	1.4	-3.1	4.5	6.5
60	CCOc1cc(-c2c(C)c(CC)nc(N)c2C#N)ccc1O	2.9	5.9	-2.6	-0.5	-2.8	10.5	-17.7	-4.8	1.1
61	COc1ccc2cc(C(=O)N(C)Cc3ccccc3)[nH]c2c1	-2.0	4.2	16.7	-7.5	-0.3	4.9	-0.6	-16.8	-2.1
62	Nc1[nH]c(N=NC(=O)c2ccc(F)cc2)c2ccccc12	-7.8	-0.5	11.3	4.0	-4.8	-2.8	11.3	-3.6	9.0
63	COc1ccc(OC)c(NC(=O)Nc2cccc3ccccc23)c1	5.6	4.0	9.2	3.2	-2.1	-2.8	22.0	1.3	4.5
64	COc1ccc(NC(=O)/C(=C\c2ccc(OC)c(OC)c2)NC(=O)c2ccco2)cc1	6.4	3.5	9.5	-1.3	2.5	-1.6	12.9	-12.2	4.4

A portion of the library, so the mix of outcomes need not match the whole.
